Screening data (PubChem BioAssay)
OXTR agonist = human OXTR agonism; P30559; activation, % at 3 µM; CHO-OTR cells, Fluo-8 calcium fluorescence; normalized: DMSO 0%, oxytocin 100%; hit rate 0.32% among 320,000;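 active = activation above the mean of all tested compounds plus 3 SD, cutoff set per screening run, cut at about 20% in these data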;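 also: peak over basal fluorescence ratio from a 100 s FLIPR kinetic read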
V1R ag counter = V1a receptor agonism, counter-screen for OXTR agonists; activation, % at 3 µM; P37288; CHO-V1R cells, Fluo-8 calcium fluorescence, agonist mode; 0% DMSO, 100% 3 nM vasopressin; hit rate 0.25% among 320,000; AID 2797;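 active = activation above the mean activation of all tested compounds plus 3 SD, per screening run, cut at about 20% in these data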;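 also: signal is peak over basal fluorescence ratio across a 100 second FLIPR read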
Target sequence (P37288 whole entry, looked up): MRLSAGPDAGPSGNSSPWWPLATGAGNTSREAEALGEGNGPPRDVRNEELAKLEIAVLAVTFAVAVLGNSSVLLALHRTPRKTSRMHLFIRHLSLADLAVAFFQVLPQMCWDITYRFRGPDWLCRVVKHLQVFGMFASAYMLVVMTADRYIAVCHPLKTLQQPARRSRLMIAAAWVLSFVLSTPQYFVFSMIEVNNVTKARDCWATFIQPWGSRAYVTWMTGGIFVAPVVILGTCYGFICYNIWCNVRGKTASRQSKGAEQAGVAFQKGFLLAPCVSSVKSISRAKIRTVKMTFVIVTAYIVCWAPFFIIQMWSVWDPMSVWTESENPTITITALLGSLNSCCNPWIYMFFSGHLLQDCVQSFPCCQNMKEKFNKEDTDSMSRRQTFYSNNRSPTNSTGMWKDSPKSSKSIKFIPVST
FID counter = displaces DNA intercalator in HCV helicase counter-screen. DNA fluorescent intercalator displacement, fluorescence. inhibition, % at 7.9 µM. hit rate 0.17% among 290,000. AID 1845; in the data active = inhibition above about 37%;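 also: 0% = vehicle and 100% = reference compound; higher means more ethidium bromide displaced from hairpin DNA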
VIM-2 inh = blocks Pseudomonas aeruginosa VIM-2 metallo-beta-lactamase. AID 1527. inhibition, % at 5.6 µM. purified VIM-2, nitrocefin hydrolysis, epi-absorbance fluorescence. hit rate 0.89% among 290,000;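 active = inhibition above the mean of all tested compounds plus 3 SD, cutoff set per screening run, cut at about 7.5% in these data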;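 also: red hydrolysis product quenches plate fluorescence so inhibitors raise well fluorescence; 0% = enzyme with DMSO and 100% = DMSO without enzyme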
HCV NS3 hel inh = blocks Hepatitis C virus NS3 helicase unwinding; inhibition, % at 10.9 µM; hit rate 0.56% among 290,000; NS3 helicase DNA unwinding, Cy5 molecular beacon fluorescence;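 active = inhibition above the mean of all tested compounds plus 3 SD, set per campaign, cut at about 35% in these data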;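 also: 0% = DMSO wells and 100% = thioflavine S control wells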
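Assay system – hepatitis C virus NS3 helicase domain fragment enzyme · Buffer or medium – MOPS pH 6.5, MgCl2, DTT, Tween20, BSA · Reagent – Cy5/quencher beacon DNA duplex and ATP to start · Compound – single 10.9 µM dose · Timing – 1 h at 25 °C · Technique – Cy5 beacon fluorescence read at start and 1 h · Measure – % inhibition of unwinding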
PHOSPHO1 inh = PHOSPHO1 (human) inhibition; Q8TCT1; recombinant PHOSPHO1, absorbance phosphatase assay; inhibition, % at 13.3 µM; hit rate 1.1% among 290,000; AID 1565; in the data active = inhibition above about 60%
GPR7 antag = blocks human GPR7 receptor signaling; hit rate 1.1% among 290,000; inhibition, % at 4.4 µM; AID 1861; GPR7-expressing cells, fluorescence antagonist assay; P48145; in the data active = inhibition above about 16%, passing the limit was not always enough;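 also: cells stimulated with the agonist NPW; 0% = agonist with vehicle and 100% = vehicle without agonist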
Target sequence (P48145 whole entry, looked up): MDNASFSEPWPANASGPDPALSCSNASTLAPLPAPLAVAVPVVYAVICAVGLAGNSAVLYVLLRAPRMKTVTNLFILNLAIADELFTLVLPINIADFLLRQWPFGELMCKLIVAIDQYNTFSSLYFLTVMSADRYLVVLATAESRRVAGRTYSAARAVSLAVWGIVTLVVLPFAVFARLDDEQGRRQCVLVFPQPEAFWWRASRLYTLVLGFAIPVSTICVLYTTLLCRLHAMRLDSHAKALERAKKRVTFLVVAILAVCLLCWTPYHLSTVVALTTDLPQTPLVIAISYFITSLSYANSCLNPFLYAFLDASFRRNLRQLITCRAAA
GalR3 antag = blocks the human galanin receptor 3; O60755; HEK293 GalR3-CNG cAMP membrane potential fluorescence; galR3 body fused to GalR1 C-terminus; inhibition, % at 3 µM; hit rate 0.44% among 360,000; AID 651719;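 active = inhibition above the screen-wide average plus 3 SD, cut at about 13% in these data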;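 also: forskolin and galanin both at EC90 stimulate the cells; cAMP rise reported by CNG channel membrane potential dye signal; 0% = forskolin plus galanin with DMSO and 100% = forskolin alone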
IMP-1 inhibitor = inhibitors of Pseudomonas aeruginosa IMP-1 metallo-beta-lactamase; inhibition, % at 5.6 µM; AID 1556; hit rate 0.45% among 290,000; purified IMP-1, nitrocefin hydrolysis, epi-absorbance fluorescence;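 active = inhibition above the mean plus 3 SD of all compounds in the same screening run, cut at about 4.5% in these data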;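 also: 0% = IMP-1 with DMSO and 100% = DMSO wells lacking enzyme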
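System: purified recombinant IMP-1 beta-lactamase. Medium: Zinc- and detergent-supplemented HEPES buffer, pH 7.1. Compound: one 5.6 µM dose […]. Schedule: 15 min preincubation plus 25 min reaction at 25 °C. Technique: Epi-absorbance fluorescence, 480 nm excitation, 530 nm emission.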
* marks the source's active call; other numbers are inactive results; / = not tested or not shown.

structure	OXTR agonist	GPR7 antag	V1R ag counter	IMP-1 inhibitor	HCV NS3 hel inh	FID counter	VIM-2 inh	PHOSPHO1 inh	GalR3 antag
COc1ccc([N+](=O)[O-])cc1NCc1ccccc1C	-1.2	2.5	-1.5	-1.6	-15.4	7.3	-1.8	60.5*	4.8
Cc1ccc2nc(SCC(=O)NCc3ccco3)[nH]c2c1	-0.7	-19.1	-0.9	-6.2	21.4	-5.1	-1.0	34.9	-3.0
CSc1nsc(SCC(=O)Nc2ccc(NC(C)=O)cc2)n1	0.4	-4.8	2.1	2.4	11.5	-4.5	-2.5	-127.7	-8.7
COc1ccc(/C=C/C(=O)N(C)c2ccccc2C(=O)O)cc1	0.5	-6.5	0.7	-2.8	1.4	-9.0	-1.7	27.5	0.8
CS(=O)(=O)N(CC(=O)NCc1ccc(Cl)cc1)C1CCCCC1	-1.7	1.9	0.1	-5.6	6.3	-13.4	-3.5	11.6	-4.3
COc1cc(C(=O)OCC(=O)N(C)c2ccccc2)cc(OC)c1OC	-0.4	-5.8	0.2	-2.3	-4.3	-30.3	-1.7	35.7	-5.6
O=C(NN=C1CCCC1)c1cc(Br)ccc1O	6.5	-5.0	12.1	-2.6	0.0	-10.4	-3.3	16.2	-1.3
COc1ccc(S(=O)(=O)N(C)CC(=O)Nc2cccc(C(C)=O)c2)cc1Cl	3.1	15.7	1.6	0.3	3.4	-8.9	3.5	-1.2	-6.2
O=C(C1=C[C@H](C2CC2)C[C@H](OCc2ccc(CO)cc2)O1)N1CCN(Cc2ccc3c(c2)OCO3)CC1	14.0	-9.7	1.3	-3.0	1.1	-28.4	-3.4	19.8	-4.7
Cc1ccc(NC(=O)Nc2ccccc2CC[N+](=O)[O-])cc1	-0.8	-0.1	-0.6	-2.4	-7.3	12.1	0.1	43.6	-4.5
Cc1nn(-c2ccccc2)c2c1C(c1ccc([N+](=O)[O-])cc1)C(C#N)=C(N)O2 (stereo unspecified)	0.4	-5.9	-0.8	-1.7	2.5	-6.9	-3.7	34.2	-9.0
O=C(NCCCc1ccccc1)C1CCC(=O)N(Cc2ccc(Cl)cc2)C1 (stereo unspecified)	-0.4	-13.5	-0.4	-5.3	-1.0	-44.6	-3.0	41.4	4.1
COc1ccc(NC(=O)CN(C)C(=O)c2ccc(C)s2)cc1	-0.7	1.1	0.1	-1.2	2.4	-5.1	-1.3	17.7	-3.7
CC(C)(C)c1cc(-c2ccccc2)n[nH]1	-2.2	-10.3	-1.0	0.1	-0.9	-2.4	-1.3	-49.3	-0.6
COc1cc(Nc2ccc(C(=O)O)cc2[N+](=O)[O-])cc(OC)c1	-0.5	-9.5	0.1	-1.6	-0.8	-2.9	0.2	14.3	0.0
CC1Cc2ccccc2N1C(=O)c1cc2c(=O)n3ccccc3nc2n1C (stereo unspecified)	-1.1	-14.1	0.8	-2.8	7.2	-9.5	-3.1	25.7	-2.8
CCCCN(CCCC)NC(=O)c1ccccc1	-1.3	-17.7	0.4	-3.9	6.5	-1.2	-1.1	-7.1	-4.8
Cc1ccc2nc3c(cc(C(=O)NCC4CCCO4)c(=N)n3C3CCCC3)c(=O)n2c1 (stereo unspecified)	-0.7	-7.0	-1.2	-4.9	14.6	-9.9	7.9*	4.3	-5.7
Cc1ccccc1Nc1scc(-c2ccc(Cl)cc2)[n+]1-c1ccccc1C	/	6.3	/	-1.7	5.2	-7.8	-3.0	39.7	-3.1
Cc1ccc(C)c(OCCSc2nnc(-c3cccnc3)n2N)c1	-0.5	1.7	1.4	-1.8	-10.1	-21.4	-3.1	18.8	-0.5
CC(C)(C)c1ccc(C(=O)C2CCCN(C(=O)C3CCOCC3)C2)cc1 (stereo unspecified)	3.4	-3.9	4.1	-3.4	1.3	-34.0	-2.6	5.7	-4.3
CCCCOc1ccc(C2C(C(=O)c3ccc(C)o3)=C(O)C(=O)N2CC2CCCO2)cc1 (stereo unspecified)	-0.6	-7.0	0.0	-3.5	32.5	-44.8	1.6	-9.0	3.1
COCCN1C=C2C(=O)C(C)(OC(=O)C3CCCC3)C(=O)C=C2C=C1c1ccsc1 (stereo unspecified)	0.5	/	1.8	/	/	/	/	26.5	-7.9
Cc1ccc(-n2nnnc2SCC(=O)NC2CC2)cc1C	1.0	-4.1	2.4	-4.2	7.6	-6.8	-2.9	37.7	-0.8
COc1ccccc1OCc1nn[nH]n1	-0.1	-18.8	-0.1	-2.4	-2.0	2.6	-1.9	/	-7.6
O=C(Nc1cc2c(cc1Br)OCCCO2)c1ccccc1	-3.3	13.6	0.8	1.7	13.2	2.2	0.1	-0.2	5.9
Nn1c(=O)[nH]c2ccccc2c1=O	2.4	-5.7	0.6	-1.6	0.7	-0.9	-1.1	36.5	2.8
COC(=O)c1nn(-c2ccc(Oc3ccccc3)cc2)c(=O)cc1O	-0.6	-1.2	0.6	-3.3	-2.5	-4.0	-0.1	-16.5	-5.5
Cc1cc(C)n(C(CC(=O)O)C(=O)O)n1 (stereo unspecified)	0.2	-6.6	0.4	-4.4	1.9	8.4	-3.0	4.7	-4.7
COc1ccc(C(C)=O)cc1COC(=O)c1cnc(C)cn1	0.1	-9.6	-0.8	-2.2	5.7	-5.2	-3.9	-25.3	-3.0
C=C(C)CSc1nnc(CCNC(=O)OC(C)(C)C)o1	1.3	7.1	0.3	-3.3	6.7	-6.4	-1.4	18.2	/
CCOC(=O)CCC(=O)N1CCOCCOCCOCC1	0.5	-1.1	0.1	-0.7	0.6	-4.3	0.8	36.4	-7.0
CCOC(=O)C1=C(C)NC(=S)NC1c1ccc(OCC(=O)N2CCCCCC2)c(OC)c1 (stereo unspecified)	-0.3	-7.1	-1.0	-1.9	3.4	-38.0	-2.2	40.0	-11.6
O=C(c1ccccc1)n1c(=S)nc2ccccn21	-0.1	/	0.2	/	/	/	/	19.4	-2.8
O=C(Nc1nc2c(F)cc(F)cc2s1)C1CC1	-1.5	22.7*	-0.1	-2.2	-0.4	-9.2	1.2	-5.6	/
CN(Cc1ccccc1)C(=O)c1[nH]cnc1C(=O)NCC(=O)OCc1ccccc1	4.4	-9.0	0.9	-2.0	3.3	-38.2	-3.1	-1.7	-3.4
Cc1cnc([N+](=O)[O-])n1CCOC(=O)NC(=O)c1ccccc1	0.4	2.9	-0.3	-1.4	-11.0	1.7	-0.3	59.8	-0.9
O=C(NCc1ccco1)c1nc2c(nnn2Cc2ccccc2Cl)c(=O)[nH]1	-1.7	-10.4	-1.2	-3.1	9.7	-31.4	-4.2	15.9	-8.6
CCn1c(=O)cc(SCC(=O)NCc2ccc3c(c2)OCO3)c2ccccc21	-0.7	-12.4	-0.2	-0.3	-4.4	-25.1	3.5	19.2	-7.6
COC(=O)[C@H](Cc1ccccc1)NC(=O)N1CCN(c2ccccc2)CC1	-0.4	-0.5	0.1	-2.8	-0.5	-23.9	-2.7	36.4	-6.6
Cc1ccsc1/C=C(\C#N)C(=O)NCc1cccnc1	-1.8	3.6	-0.2	-3.2	-1.2	-5.2	-1.0	-11.9	2.4
CCCC(=O)N(CCN(Cc1ccccc1)C(=O)CCC)Cc1ccccc1	-0.3	31.2*	-0.8	-1.8	-11.1	-28.9	1.7	30.5	-7.2
CCOC(=O)C1C(=O)OC(C)(C)C1C(C)C(=O)c1ccc(C)cc1 (stereo unspecified)	-1.1	9.0	-0.4	-3.0	-3.5	-19.4	-3.8	-10.7	-1.9
Cc1ccc(C(=O)N(c2ccccn2)C(C)c2ccco2)cc1C (stereo unspecified)	-1.0	-12.9	-0.1	-2.9	-7.0	-18.5	-3.5	16.2	-2.7
O=C1CN(C(=O)CN2CCOCC2)C(c2ccccc2)c2cc(Br)ccc2N1 (stereo unspecified)	1.2	-12.7	-0.2	-1.5	-1.5	-6.4	-2.3	2.7	3.5
COc1ccc(N(C(=O)C2CCCCC2)S(=O)(=O)c2cccc3cccnc23)cc1	-2.8	21.5*	-1.2	-2.6	3.1	-27.7	-1.4	32.5	-9.0
Cn1cc(C(=O)N2CCN(c3ccccc3)CC2)c(=O)c2cc(S(=O)(=O)N3CCCC3)ccc21	0.1	-7.4	0.1	0.6	0.0	-33.1	-1.5	36.8	-8.5
CCc1nn(CC(=O)N2CCN(c3ccc(F)cc3)CC2)c(=O)c2cc3occc3n12	-0.7	-13.0	0.4	-3.0	-0.4	-22.9	-1.9	22.3	-7.3
Cc1ccc(S(=O)(=O)N2CCN(C(=O)c3cc4c(C)nn(-c5ccccc5C)c4s3)CC2)cc1	0.8	2.1	1.2	-1.3	2.6	-0.8	-3.2	24.4	-7.3
N#Cc1ccc(-c2ccc(OCC(O)CN3CCOCC3)cc2)cc1 (stereo unspecified)	4.2	-6.0	5.0	-2.3	-2.9	0.6	-1.3	27.9	-3.0
Cc1ccc(NC2=Nc3ccccc3N3C2=Nc2c(c(C)nn2-c2ccccc2)C3c2ccc(O)c(O)c2)cc1 (stereo unspecified)	/	0.7	/	-2.3	28.6	-14.1	-2.2	28.7	-1.1

Single records, from the list above. Values in the order: OXTR agonist	GPR7 antag	V1R ag counter	IMP-1 inhibitor	HCV NS3 hel inh	FID counter	VIM-2 inh	PHOSPHO1 inh	GalR3 antag
`O=C1CN(C(=O)CN2CCOCC2)C(c2ccccc2)c2cc(Br)ccc2N1` (stereo unspecified) is listed with 1.2	-12.7	-0.2	-1.5	-1.5	-6.4	-2.3	2.7	3.5
`O=C(c1ccccc1)n1c(=S)nc2ccccn21` is listed with -0.1	/	0.2	/	/	/	/	19.4	-2.8
`CCn1c(=O)cc(SCC(=O)NCc2ccc3c(c2)OCO3)c2ccccc21` is listed with -0.7	-12.4	-0.2	-0.3	-4.4	-25.1	3.5	19.2	-7.6
